# Screening data (PubChem BioAssay)
# pCIP destab = lowers stability of the mouse p/CIP coactivator protein. Q05BA5. actives 0.01% (n = 290,000). AID 1984. F442A p/CIP-EGFP cells, EGFP fluorescence, 16 h. decrease of EGFP signal, % at 10 µM;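 active = EGFP signal decrease of at least 30% at 10 µM or well 3 SD below plate mean, unless failing retest; inactive = the rest, including hits failing retest or dose response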; note: some compounds called inactive have numbers as strong as hits; many of its hits are not listed in these tables
# VIM-2 inh = inhibitors of Pseudomonas aeruginosa VIM-2 metallo-beta-lactamase; purified VIM-2, nitrocefin hydrolysis, epi-absorbance fluorescence; inhibition, % at 5.6 µM; actives 0.89% (n = 290,000);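 active = inhibition above the mean of all tested compounds plus 3 SD, cutoff set per screening run, cut at about 7.5% in these data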;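 note: red hydrolysis product quenches plate fluorescence so inhibitors raise well fluorescence; 0% = enzyme with DMSO and 100% = DMSO without enzyme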
# PHOSPHO1 inh = blocks human PHOSPHO1 phosphatase activity. Q8TCT1. recombinant PHOSPHO1, absorbance phosphatase assay. inhibition, % at 13.3 µM. actives 1.1% (n = 290,000); in the data active = inhibition above about 60%
# Target sequence (Q8TCT1 whole entry, looked up): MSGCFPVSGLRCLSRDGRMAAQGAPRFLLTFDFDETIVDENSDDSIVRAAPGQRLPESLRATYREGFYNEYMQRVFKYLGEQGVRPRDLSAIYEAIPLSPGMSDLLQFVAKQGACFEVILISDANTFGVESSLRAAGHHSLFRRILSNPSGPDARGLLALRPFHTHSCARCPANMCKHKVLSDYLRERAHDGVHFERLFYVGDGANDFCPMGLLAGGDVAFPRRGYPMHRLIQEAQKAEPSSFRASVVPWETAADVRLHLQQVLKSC
# PfM18AAP inh = blocks P. falciparum M18 aspartyl aminopeptidase. recombinant PfM18AAP, H-Glu-NHMec fluorogenic cleavage. inhibition, % at 7.35 µM. actives 1.2% (n = 290,000). AID 1822;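 active = inhibition above the campaign mean inhibition over all tested compounds plus 3 SD, cut at about 28% in these data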;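 note: 0% = plate median of test compound wells and 100% = 2 mM ZnCl2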
# IDE cell activ = IDE (human) activation, cell-based. P14735. HEK cells, FAbeta-B cleavage, fluorescence polarization; 0% vehicle, 100% cell-free pure enzyme wells. activation, % at 5.96 µM. actives 0.073% (n = 340,000);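 active = activation above the mean of all tested compounds plus 3 SD, set per screening campaign, cut at about 17% in these data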
# NALP1 inh = blocks the NALP1 inflammasome reconstituted in yeast | S. cerevisiae NALP1/ASC/caspase-1 growth, X-gal OD620, 72 h | inhibition, % at 10 µM | actives 0.61% (n = 280,000); in the data active = inhibition mostly above about 24%, no sharp cut-off; inactive = mostly below about 32%; note: some compounds called inactive have numbers as strong as hits
# IDE inh = inhibitors of human insulin-degrading enzyme in cells. P14735. HEK cells, FAbetaB cleavage, fluorescence polarization. inhibition, % at 5.59 µM. actives 0.41% (n = 320,000). AID 434962;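 active = percent inhibition above the average of all tested compounds plus 3 SD, set per screening campaign, cut at about 16% in these data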;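 note: IDE supplied by intact live HEK cells; FP after avidin binding of uncleaved biotin substrate so inhibition keeps polarization high; 0% = DMSO wells and 100% = 60 µM reference IDE inhibitor Ii1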
# GPR7 antag = blocks human GPR7 receptor signaling. inhibition, % at 4.4 µM. P48145. GPR7-expressing cells, fluorescence antagonist assay. AID 1861. actives 1.1% (n = 290,000); in the data active = inhibition above about 16%, passing the limit was not always enough;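 note: cells stimulated with the agonist NPW; 0% = agonist with vehicle and 100% = vehicle without agonist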
# Target sequence (P48145 whole entry, looked up): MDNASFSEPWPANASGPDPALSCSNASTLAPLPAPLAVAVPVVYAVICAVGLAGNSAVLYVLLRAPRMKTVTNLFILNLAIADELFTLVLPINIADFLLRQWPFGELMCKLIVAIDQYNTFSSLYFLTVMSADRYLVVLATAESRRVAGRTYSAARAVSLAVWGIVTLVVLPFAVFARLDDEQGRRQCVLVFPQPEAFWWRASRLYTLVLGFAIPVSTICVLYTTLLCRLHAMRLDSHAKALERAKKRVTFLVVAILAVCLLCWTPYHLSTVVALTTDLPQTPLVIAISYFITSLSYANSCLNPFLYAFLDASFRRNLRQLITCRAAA
# IMP-1 inhibitor = inhibitors of Pseudomonas aeruginosa IMP-1 metallo-beta-lactamase; purified IMP-1, nitrocefin hydrolysis, epi-absorbance fluorescence; AID 1556; inhibition, % at 5.6 µM; actives 0.45% (n = 290,000);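 active = inhibition above the mean plus 3 SD of all compounds in the same screening run, cut at about 4.5% in these data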;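 note: 0% = IMP-1 with DMSO and 100% = DMSO wells lacking enzyme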
#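 System: Purified IMP-1 | Read-out basis: Percent enzyme inhibition | Controls: IMP-1 with DMSO as 0%, enzyme-free DMSO as 100% | Replicates: One well per compound | Doses: 5.6 µM nominal single concentration | Detection: Epi-absorbance fluorescence, 480 nm excitation, 530 nm emission | Incubation: 25 °C, 15 min preincubation, 25 min reaction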
# Numbers without * were called inactive; · = no result given. The order is random; any-hit rate near 5.3%.
IDE cell activ	VIM-2 inh	pCIP destab	GPR7 antag	IDE inh	IMP-1 inhibitor	NALP1 inh	PfM18AAP inh	PHOSPHO1 inh	SMILES
12	-1.5	-1	-1	1	-2.6	38	-11	-27	C=CCNc1nc(Cl)ncc1F
2	-2.2	-1	6	-2	-1.6	-40	1	56	COc1ccc(C2=NN(C(=O)CN3CCCCC3)C(c3ccc(C)cc3)C2)cc1 (configuration not stated)
4	-2.7	-7	-2	-1	-2.2	·	2	0	COC(=O)c1sc(NC(=O)Cc2cccs2)nc1C
2	-0.5	-2	-9	3	-0.2	-7	-5	-65	CC(C)(C)N(Cc1ccccc1)C(=O)CSc1nnc(CNc2ccc(F)cc2)o1
5	-1.6	0	-9	4	-1.5	9	-2	16	COc1cc(S(=O)(=O)Nc2ccc(Br)cc2)ccc1N
3	-2.0	-17	-22	-3	-3.3	0	8	6	c1ccc(C2CC(c3cccs3)=NN2c2ccccc2)cc1 (configuration not stated)
-1	3.8	-15	1	-1	2.1	-1	-2	32	CCCCN1C(=O)c2ccc(C(=O)Nc3ccccc3N3CCOCC3)cc2C1=O
1	·	-15	·	6	·	·	·	18	COC(=O)CCCC1=CC2=CC(=O)C(C)(OC(=O)c3cccs3)C(=O)C2=CN1Cc1ccccc1 (configuration not stated)
1	-4.7	12	1	3	-2.8	16	-7	1	CCOc1ccc(C(=O)NCC(=O)OCc2c(C)noc2C)cc1OCC
5	-0.8	-10	3	3	0.4	4	-6	21	COc1ccc(CCNC(=O)c2c(C)nc3ccccn23)cc1OC
0	-3.4	-6	-6	-1	-4.9	29	0	20	CCOP(=O)(OCC)C(NC(=O)Nc1ccccc1)C(N)=O (configuration not stated)
5	1.1	-18	9	5	0.6	10	-1	5	Cc1ccc(-n2c(Cc3cccs3)nnc2SCC(=O)OC(C)C)cc1
-3	-2.4	-11	-4	1	-5.3	-8	2	42	COC(=O)c1sccc1NC(=O)CSc1ccccc1N
-5	-1.8	0	-10	1	-1.8	8	5	14	CCOC(=O)N1CCC2(CC1)C(C#N)=C(N)OC1=C2C(=O)CC(C)C1 (configuration not stated)
-2	-3.4	4	-12	-5	-1.7	-2	0	40	Nc1ccc(C2(c3ccc(N)cc3)C(=O)Nc3ccccc32)cc1
-1	-2.3	-1	-11	-7	-1.7	16	1	-5	Cc1cc(C)c(NC(=S)N(Cc2cccnc2)Cc2ccco2)c(C)c1
-3	-4.6	5	-3	-4	-3.1	5	44*	10	O=C(CSc1nnc(-c2ccccc2Br)o1)Nc1nncs1
-1	-1.1	5	-2	-1	-1.0	1	-2	11	CCNC(=O)N1CCCC(C(=O)c2ccc(OC)c(OC)c2)C1 (configuration not stated)
-1	14*	-2	-15	2	-1.6	·	14	38	CC1CN(Cc2c(O)ccc3c2oc(=O)c2ccccc23)CC(C)O1 (configuration not stated)
-1	-1.5	-2	-22	8	-3.2	·	-4	33	O=c1c2c([nH]c3ccccc13)CCCCC2

# Entries listed so far with fluorine:
IDE cell activ	VIM-2 inh	pCIP destab	GPR7 antag	IDE inh	IMP-1 inhibitor	NALP1 inh	PfM18AAP inh	PHOSPHO1 inh	SMILES
12	-1.5	-1	-1	1	-2.6	38	-11	-27	C=CCNc1nc(Cl)ncc1F
2	-0.5	-2	-9	3	-0.2	-7	-5	-65	CC(C)(C)N(Cc1ccccc1)C(=O)CSc1nnc(CNc2ccc(F)cc2)o1

# Continuation.
IDE cell activ	VIM-2 inh	pCIP destab	GPR7 antag	IDE inh	IMP-1 inhibitor	NALP1 inh	PfM18AAP inh	PHOSPHO1 inh	SMILES
5	-3.8	-2	11	-4	-4.3	11	11	48	COc1ccc(-c2csc(NC(=O)CSc3n[nH]c(N)n3)n2)cc1
4	0.3	-15	3	6	-2.1	0	-2	14	O=S(=O)(Nc1cccnc1)c1ccc(C2CCCCC2)cc1
3	·	-1	·	1	·	26	·	44	C=C(C)C(=O)Nc1cccc(C2=NOC3(C2)C[C@@H](C(N)=O)N(C(=O)[C@H]2CCC(=O)N2)C3)c1 (some centres not stated)
0	12*	-21	-7	-1	-3.5	16	14	-17	Cc1cccc(-n2c(C)n[nH]c2=S)c1C
-2	2.2	-5	-3	-2	1.2	35	-6	-2	COc1ccc(C(=O)NC2CCN(C(=S)NCc3ccco3)CC2)cc1
·	-1.4	·	-5	·	1.5	·	-1	·	CCOC(=O)C1CCCN(C(=O)c2cc3c(=O)n4cccc(C)c4nc3n2C)C1 (configuration not stated)
-4	6.2	-7	1	-3	-0.6	14	5	23	O=c1cc(Cn2ccnc2)c2cc3c(cc2o1)CCC3
-1	-0.3	8	-13	-12	-0.3	28	-41	27	Cc1c(C)n(C)c2ccc(C(=O)NCCc3ccco3)cc12
-3	-2.6	-1	-6	-4	-2.9	-15	0	-29	CCOC(=O)C(NC(C)=O)(Nc1ccc(S(=O)(=O)Nc2ccncn2)cc1)C(F)(F)F (configuration not stated)
-2	-1.8	5	4	5	-3.3	-12	3	-3	Cc1ccc2cc(C=O)c(Cl)nc2c1
-3	-2.1	-1	2	9	-1.5	30	-2	23	CCOC(=O)c1ccc(NC(=O)c2ccccc2C)cc1
1	-6.9	-3	7	-4	-2.5	9	-2	6	COc1ccc(CCN(C(=S)Nc2ccccc2)C2CC(=O)N(c3ccccc3)C2=O)cc1 (configuration not stated)
4	-1.9	-12	12	·	-3.2	-1	-10	26	Cc1ccc(-c2ccc(=O)n(Cc3ccc(F)cc3Cl)n2)cc1
1	-1.5	-11	-8	-4	-2.9	-6	4	42	COC(=O)c1cc(C(=O)c2ccc(Cl)cc2Cl)cn1C
9	-0.7	-7	1	6	0.3	·	1	18	O=C(/C=C/c1ccccc1)N(Cc1cccc(Cl)c1)C1CCS(=O)(=O)C1 (configuration not stated)
5	-0.5	6	16	-5	0.1	14	-8	24	COc1ccc(/C=N/n2cnc3c(sc(=S)n3-c3ccccc3)c2=O)cc1
-2	-2.4	1	-12	1	-2.1	-3	4	14	Cc1cc(C(=O)NCc2cccnc2)no1
-8	-1.6	7	-14	1	-1.6	1	-2	-5	COc1cccc(-n2c(SC)nnc2-c2cnccn2)c1
0	8.6*	-41	-13	-4	-2.7	15	11	20	CCN(CC)CCOc1nc(C)nc2c1oc1ccccc12
·	1.5	-7	-1	10	1.4	8	-8	9	CC(=O)[C@@H]1[C@@H]2C(=O)N(c3ccc(F)c(Cl)c3)C(=O)[C@@H]2C2c3ccccc3C=CN21 (some centres not stated)

# As entered above.
# IDE cell activ, O=S(=O)(Nc1cccnc1)c1ccc(C2CCCCC2)cc1 stands at 4
# PHOSPHO1 inh, Cc1ccc(-c2ccc(=O)n(Cc3ccc(F)cc3Cl)n2)cc1 stands at 26

# (further entries)
IDE cell activ	VIM-2 inh	pCIP destab	GPR7 antag	IDE inh	IMP-1 inhibitor	NALP1 inh	PfM18AAP inh	PHOSPHO1 inh	SMILES
-1	-1.7	9	-14	-3	-1.9	-10	1	0	C=CCN1C(=O)C(CC(=O)Nc2ccc(OCC)cc2)N(Cc2ccccn2)C1=S (configuration not stated)
4	-0.5	0	0	-13	-1.6	10	-5	-5	CN(C)C(=O)COC(=O)/C=C/c1ccccc1[N+](=O)[O-]
3	-1.9	22	-10	·	-4.5	8	-13	23	COCCNC(=O)[C@@H]1CSC2c3ccccc3C(=O)N21 (some centres not stated)
-3	1.9	-4	-18	·	-1.2	5	-7	33	CCOC(=O)/C(C#N)=C/c1c(N2CCN(C)CC2)nc2c(C)cccn2c1=O
-4	-1.4	-10	-1	8	0.2	11	6	57	N=c1c(S(=O)(=O)c2ccc(Cl)cc2)cc2c(=O)n3ccccc3nc2n1CCc1ccccc1
·	-2.6	-13	-7	-2	-2.9	7	-1	10	CC1(C)Cc2nc3sc4c(N5CCCC5)nnnc4c3cc2CO1
0	-6.1	-6	-8	5	-1.9	24	0	-6	COc1ccc(Cn2c(O)c(C=Nc3ccccc3)c3ccccc3c2=O)cc1
-3	-2.1	-5	-4	8	-0.7	12	12	23	COCCNC(=O)/C(C#N)=C/c1c(N2CCN(c3ccc(OC)cc3)CC2)nc2c(C)cccn2c1=O
0	-4.0	-12	-6	2	-1.6	3	1	12	CC(C)(CCO)NC(=S)NC1CC2C=CC1C2 (configuration not stated)
9	0.0	-3	-7	1	-3.6	14	10	2	Cc1ccccc1NC(=O)c1c(F)c(F)c(F)c(F)c1F
·	-0.1	-9	-8	0	0.2	17	-2	4	O=C(CN1CCN(Cc2ccccc2)CC1)N/N=C/c1ccccc1F
6	-1.6	9	-7	0	-1.8	5	2	19	CCCC(C(=O)NC1CCCC1)N(C(=O)c1snc(C(N)=O)c1N)c1ccc(OCC)cc1 (configuration not stated)
2	-3.2	-5	-1	0	-1.7	7	1	-7	CCCCNC(=O)CSc1nc(COc2ccccc2)nc2ccccc12
7	-3.7	-12	-8	0	-2.2	13	15	44	Nc1ccccc1Nc1ccccc1
-2	-4.0	-6	-10	-4	-4.1	2	1	32	Cc1ccc(/C=N/OC(=O)c2c(C)noc2-c2snnc2C)cc1
6	-3.0	0	-6	3	-3.2	·	3	-7	O=c1c(-c2ccc3c(c2)OCCO3)c(C(F)(F)F)oc2cc(O)cc(O)c12
2	-3.4	-9	8	4	-2.8	-21	4	-24	O=C(CSc1nnc2scc(-c3ccccc3)n12)N1CCN(Cc2ccccc2)CC1
0	-1.4	-2	-2	5	-0.7	-57	1	-14	Cc1cc(N2CCCC2=O)cc(C)c1S(=O)(=O)NCCOc1ccc(C(C)(C)C)cc1
3	-1.8	-1	6	1	-2.5	-21	-3	23	COc1ccccc1-c1cc(-c2ccccc2)nc(SC(C(N)=O)c2ccccc2)c1C#N (configuration not stated)
-1	-1.6	-4	-9	6	1.0	11	-6	-7	CC(=O)N1CCN(c2ccc(NC(=S)NC(=O)COc3ccc(C(C)(C)C)cc3)cc2)CC1
-1	-0.5	14	6	2	-1.4	16	1	-4	Cc1ccnc(NC(=O)C(C)n2cc([N+](=O)[O-])cn2)c1 (configuration not stated)
9	-5.5	2	-10	2	-1.6	20	3	60	Cc1cc(=O)n2nc(N3CCC(C(=O)NCc4ccccc4F)CC3)sc2n1
5	-4.5	-5	-8	-4	-1.1	-5	1	28	Cc1cc(C)c2ccc3c(C)c(C)n(C)c3c2n1
1	-3.5	-31	-6	-1	-4.5	4	-8	4	COc1ccc(N=NC2=C(O)CC(C)(C)CC2=O)c(OC)c1
2	0.0	-7	-9	4	-1.0	0	-2	10	Cc1oc2cc([N+](=O)[O-])c(O)c([N+](=O)[O-])c2c1C(=O)c1ccc(Cl)cc1
4	-4.4	-3	2	-1	-2.1	6	4	22	COC(CN(C)C(=O)C1CCC(CNS(=O)(=O)c2ccccc2)CC1)OC (configuration not stated)
-6	0.8	-4	0	0	-1.6	-2	0	·	Cc1c(O)ccc2c(-c3ccccc3)cc(=O)oc12
4	-1.2	-12	-11	·	-3.0	2	-7	32	CCN(CC1CCCN(CCc2cccc(OC)c2)C1)C(=O)c1ccoc1C (configuration not stated)
4	-4.7	-7	-13	3	-3.4	17	4	-14	COc1ccc(-n2c(=O)c3ccccc3n(CC(=O)NC3CCCC3)c2=O)cc1
6	-1.9	-10	-14	-5	-3.2	0	0	-52	Cc1cc(=O)[nH]c(SCC(=O)Nc2ccc(F)c([N+](=O)[O-])c2)n1
0	-3.4	5	-5	1	-2.4	5	2	42	COc1ccc(Nc2cc(Nc3ccc(OC)cc3)ncn2)cc1
